SENP8 inh = human SENP8 protease inhibitors, primary screen, biochemical, fluorescence, Nedd8 protein substrate, uHTS. Sentrin-specific protease 8 (Homo sapiens), Q96LD8. recombinant SENP8. inhibition, % at 20 µM. 360,000 compounds, 0.64% hits; in the data active = inhibition mostly above about 40%, no sharp cut-off; inactive = mostly below about 27%
Target sequence (Q96LD8 whole entry, looked up): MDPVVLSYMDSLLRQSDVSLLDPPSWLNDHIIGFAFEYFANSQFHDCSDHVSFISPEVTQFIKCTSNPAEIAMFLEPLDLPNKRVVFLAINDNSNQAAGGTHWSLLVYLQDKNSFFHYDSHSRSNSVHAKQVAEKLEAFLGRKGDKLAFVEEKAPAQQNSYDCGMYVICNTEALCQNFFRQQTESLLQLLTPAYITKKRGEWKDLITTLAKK
SENP1 FRET inh = human SENP1 catalytic domain inhibitors, primary screen, biochemical, FRET, uHTS | recombinant SENP1 catalytic domain, CyPet-SUMO1-YPet FRET cleavage | inhibition, % at 10 µM | 360,000 compounds, 0.21% hits;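 active = inhibition at least 30% at 10 µM, raw YFP signal under a set limit, fluorescence ratio 0.5 to 1.5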;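 note: 0% = enzyme with DMSO and 100% = no enzyme wells; some results filed as inactive read as strong as hits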
Target sequence (Q9P0U3 419-644 limits assumed): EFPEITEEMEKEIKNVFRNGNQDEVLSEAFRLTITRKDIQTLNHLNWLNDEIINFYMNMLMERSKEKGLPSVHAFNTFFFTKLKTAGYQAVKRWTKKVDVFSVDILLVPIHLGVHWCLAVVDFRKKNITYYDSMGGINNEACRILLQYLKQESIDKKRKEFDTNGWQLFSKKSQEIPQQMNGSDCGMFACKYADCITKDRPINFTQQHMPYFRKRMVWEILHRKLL
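Test system: human SENP1 catalytic domain; medium: Tris pH 8 buffer plus EDTA, NaCl, BME, BSA, NP40, catalase; incubation: 50 min reaction at room temperature; technique: FRET, CFP and YFP emission; controls: no-enzyme low control and enzyme-plus-DMSO high control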
Starred values were filed as active, the others as inactive; i = inactive. The list is partial; count on the stated rates, not on these rows.

| canonical_smiles | SENP8 inh | SENP1 FRET inh |
| --- | --- | --- |
| CC(C)C[C@H]1CN(CCCC[C@H]2CNC(=O)C(=O)N2Cc2ccccc2)C(=O)C(=O)N1CCc1ccc(O)cc1 | 15.7 | 0.3 |
| CC(/C=C1\SC(=O)N(CCCC(=O)O)C1=O)=C\c1ccccc1 | 14.0 | -1.5 |
| C[C@H]1CNC(=O)c2c(C(=O)N[C@@H](Cc3c[nH]c4ccccc34)C(=O)OC(C)(C)C)ncn21 | -22.7 | 0.4 |
| CC(C)(C)OC(=O)N(Cc1ccccc1)Cc1ccccc1OCc1cccc(NC(=O)c2ccccc2)c1 | 6.3 | 0.1 |
| O=C(Cc1ccccc1)c1ccccn1 | -12.5 | 2.4 |
| CCOC(=O)N1CCN(C(=O)C[C@@H]2C[C@@]3(C(=O)OC)CCCCC=C3N(Cc3cccc4ccccc34)C2=O)CC1 | 12.5 | 1.5 |
| Cc1cccc(NC(=O)CSCC(=O)Nc2ccc(N3CCOCC3)cc2N2CCOCC2)c1 | 14.1 | 2.8 |
| Cc1ccc(NC2CCCN(C(=O)c3nonc3C)C2)cc1C (configuration not stated) | 26.7 | 2.9 |
| O=CN(Cc1nc2ccccc2[nH]1)c1ccc(C(=O)O)cc1 | -6.2 | 0.8 |
| C=C1C(=O)[C@]23C[C@H]1CCC2[C@]1(C)CCC[C@@](C)(C(=O)O)C1C[C@@H]3O (some centres not stated) | 17.0 | 1.5 |
| O=C(c1[nH]c(C(F)(F)F)nc1-c1ccccc1)N1CCN(c2ccncc2)CC1 | 21.7 | 2.6 |
| O=C(Nc1ccccc1)OCC1COC(c2ccccc2)(c2ccccc2)O1 (configuration not stated) | 9.1 | 1.2 |
| N#CC1=CC2CN(Cc3ccccc3)C1C1C(=O)N(c3ccccc3)C(=O)C21 (configuration not stated) | 6.4 | -0.9 |
| NS(=O)(=O)c1ccc(NCc2cnc3ccccc3c2)cc1 | 14.9 | -1.3 |
| CC1CCN(C(=O)C2CCC(CNS(=O)(=O)c3ccc4c(c3)C(C)(C)C(=O)N4C)CC2)CC1 (configuration not stated) | 7.0 | 2.1 |
| CCOC(=O)C1=CCN(S(=O)(=O)c2ccccc2F)C1c1ccccc1 (configuration not stated) | 8.4 | 4.0 |
| CC(=O)Oc1ccc2ccc3ccc(C(C)=O)cc3c2c1 | -114.0 | 2.8 |
| CN(C)CCNC(=O)c1cccc(-c2cnc3c(NC=O)cc(-c4cccs4)cn23)c1 | -246.6 | -46.1 |
| CCCn1c(C(C)NC(=O)c2ccccc2)nc2ccccc21 (configuration not stated) | 18.8 | 2.4 |
| CCC(C(=O)Nc1c(C)cccc1C)n1c(-c2ccc(-c3ccccc3)cc2)nc2ccccc21 (configuration not stated) | -369.6 | 2.2 |
| Cc1cc2nc(-c3ccccc3)c(Cc3ccccc3)n2c(C)c1Br | -23.7 | 4.7 |
| COc1ccc(C(C(=O)NC2CCCC2)n2c(-c3cccs3)nc3ccccc32)cc1 (configuration not stated) | -380.5 | -3.9 |
| COc1cccc(NC(=O)Nc2nnc([C@H]3C[C@H](O)[C@@H](CO)O3)s2)c1 | -10.6 | 0.2 |
| O=c1[nH][nH]c2c1[C@H](c1ccccc1)O[C@H](C1CCCCC1)C2 | 7.3 | 2.6 |
| COc1cc(C=NNc2ccccc2[N+](=O)[O-])cc(OC)c1OC | 30.1 | 1.6 |
| Cc1noc(C)c1S(=O)(=O)N(C)C[C@H]1OCCCC[C@H](C)Oc2ccc(NC(=O)CCCN(C)C)cc2C(=O)N([C@H](C)CO)C[C@@H]1C | 3.8 | 0.2 |
| C[C@H](NC(=O)c1nc[nH]c1C(=O)N(C)CCO)c1ccccc1 | 11.9 | 1.3 |
| C=CCN=c1scc(-c2ccc3c(c2)NC(=O)CO3)n1/N=C(\C)c1ccccn1 | -8.9 | -25.0 |
| CN(CC(=O)C(C(N)=O)c1ccccc1)c1ccccc1 (configuration not stated) | 6.8 | 1.8 |
| O=C(CSc1nnnn1-c1ccc(F)cc1)c1ccc(O)c(O)c1 | 5.7 | -0.9 |
| CCCC(=O)N1CCCC1(C)C(=O)Nc1ccc2cn[nH]c2c1 (configuration not stated) | 1.7 | 1.8 |
| Cc1ccc(S(=O)(=O)N2CCN(C(=O)C(O)c3ccccc3)CC2)cc1 (configuration not stated) | 18.9 | -0.2 |

Rewritten field by field: part of the list above
> C[C@H](NC(=O)c1nc[nH]c1C(=O)N(C)CCO)c1ccccc1
  SENP8 inh = 11.9
  SENP1 FRET inh = 1.3
> Cc1ccc(S(=O)(=O)N2CCN(C(=O)C(O)c3ccccc3)CC2)cc1 (configuration not stated)
  SENP8 inh = 18.9
  SENP1 FRET inh = -0.2
> CN(CC(=O)C(C(N)=O)c1ccccc1)c1ccccc1 (configuration not stated)
  SENP8 inh = 6.8
  SENP1 FRET inh = 1.8
> COc1cc(C=NNc2ccccc2[N+](=O)[O-])cc(OC)c1OC
  SENP8 inh = 30.1
  SENP1 FRET inh = 1.6

Later entries:
| canonical_smiles | SENP8 inh | SENP1 FRET inh |
| --- | --- | --- |
| CN(C)C(=S)Oc1ccccc1C1(C)OCCO1 | 5.9 | -0.9 |
| CC(NNC(=S)N1CCN(c2ccccn2)CC1)c1nccc2ccccc12 (configuration not stated) | 1.9 | 1.2 |
| CCOC(=O)C1C(C(=O)OCC)C2C(=O)C3C(C(=O)OCC)C(C(=O)OCC)C3C(=O)C12 (configuration not stated) | 12.4 | 0.6 |
| O=C(C[C@H]1C[C@@H]2c3cc(NS(=O)(=O)c4ccccc4)ccc3O[C@@H]2[C@H](CO)O1)NC1CCCC1 | 4.8 | -1.9 |
| COc1cc(CC(=O)C(=O)O)oc(=O)c1 | 7.7 | -2.5 |
| CC(C)(C)c1ccc(C(=O)N2CCC2(C)C(=O)Nc2cccc(C#N)c2)cc1 (configuration not stated) | 5.6 | -0.8 |
| Cc1cc(SCC(=O)c2cccc([N+](=O)[O-])c2)nc(=O)[nH]1 | 28.6 | -3.0 |
| NC(c1csc(Nc2cc(NCCCO)ncn2)n1)c1ccccc1Cl (configuration not stated) | -4.5 | -2.7 |

Gathered by group, the compounds so far with an aryl thioether with sulfur outside any ring
| canonical_smiles | SENP8 inh | SENP1 FRET inh |
| --- | --- | --- |
| O=C(CSc1nnnn1-c1ccc(F)cc1)c1ccc(O)c(O)c1 | 5.7 | -0.9 |
| Cc1cc(SCC(=O)c2cccc([N+](=O)[O-])c2)nc(=O)[nH]1 | 28.6 | -3.0 |

(listing goes on)
| canonical_smiles | SENP8 inh | SENP1 FRET inh |
| --- | --- | --- |
| CC(=O)Nc1cc(-c2cccc(C(=O)N(C)C)c2)cn2c(-c3ccc(C(C)=O)cc3)cnc12 | -493.0 | -5.8 |
| CC1=C(C(=O)N(C)C)CC(CC(=O)NC(c2ccccc2)c2ccccc2)C(=O)N1Cc1ccccc1 (configuration not stated) | 4.9 | -0.6 |
| Cc1ccc(S(=O)(=O)N2CCC(=O)N([C@H](CO)Cc3ccccc3)CC2)cc1 | 11.5 | -1.2 |
| Cc1nn2c(=O)[nH]cnc2c1Cl | 10.6 | 1.1 |
| C[C@@H]1OC(C2CCCCC2)N(C)[C@H]2C[C@H]3c4[nH]c5ccccc5c4CCN3C[C@@H]12 (some centres not stated) | -359.3 | -15.8 |
| Cc1csc(-c2nc3ccccc3n2C(C(=O)NC(C)(C)C)c2ccccc2)c1 (configuration not stated) | -401.4 | 0.1 |
| CC(=O)/C=C1\OCc2cc(OCc3ccccc3)ccc21 | 19.8 | 0.7 |
| CC(C)C[C@@H](CN1CCC[C@@H]1CN1C(=O)C(=O)NC[C@@H]1Cc1ccccc1)N1C[C@H](Cc2ccc(O)cc2)N(CC2CCCCC2)C(=O)C1=O | 16.1 | 0.5 |
| CN(C)c1cccc(CNC(=O)c2csc(COCCO)n2)c1 | 16.0 | 0.9 |
| O=C(NCCCOc1ccc([N+](=O)[O-])cc1Cl)OCc1ccccc1 | 14.1 | -0.1 |
| NC(CCc1ccccc1)c1csc(NC(=O)Nc2cccc(Cl)c2)n1 (configuration not stated) | -13.8 | -1.8 |
| COC(=O)[C@@]12C[C@@H](CC(=O)N3CCN(C(=O)c4ccco4)CC3)C(=O)N(CCc3ccc(OC)c(OC)c3)C1=CCC(C)(C)C2 | 24.7 | 2.3 |
| O=C(COc1ccccc1-c1ccccc1)N/N=C/c1ccc2ccccc2c1 | -3.5 | 1.7 |
| CCc1ccc(S(=O)(=O)NCc2ccc(C(=O)NCCN(Cc3ccccc3)C(C)C)cc2)cc1 | -53.7 | 2.9 |
| CCCCNC(=O)C1(C)CCN1C(=O)c1ccccc1Br (configuration not stated) | 15.3 | -0.6 |
| COc1ccccc1CNC(=O)C1(C)CCN1C(=O)C1(c2ccccc2)CC1 (configuration not stated) | 23.7 | 3.2 |

Two compounds picked at random from those above, as already listed:
| canonical_smiles | SENP8 inh | SENP1 FRET inh |
| --- | --- | --- |
| CN(C)C(=S)Oc1ccccc1C1(C)OCCO1 | 5.9 | -0.9 |
| Cc1ccc(S(=O)(=O)N2CCC(=O)N([C@H](CO)Cc3ccccc3)CC2)cc1 | 11.5 | -1.2 |

Of the compounds above, four have a tert-butyl group:
| canonical_smiles | SENP8 inh | SENP1 FRET inh |
| --- | --- | --- |
| C[C@H]1CNC(=O)c2c(C(=O)N[C@@H](Cc3c[nH]c4ccccc34)C(=O)OC(C)(C)C)ncn21 | -22.7 | 0.4 |
| CC(C)(C)OC(=O)N(Cc1ccccc1)Cc1ccccc1OCc1cccc(NC(=O)c2ccccc2)c1 | 6.3 | 0.1 |
| CC(C)(C)c1ccc(C(=O)N2CCC2(C)C(=O)Nc2cccc(C#N)c2)cc1 (configuration not stated) | 5.6 | -0.8 |
| Cc1csc(-c2nc3ccccc3n2C(C(=O)NC(C)(C)C)c2ccccc2)c1 (configuration not stated) | -401.4 | 0.1 |

(cont.)
| canonical_smiles | SENP8 inh | SENP1 FRET inh |
| --- | --- | --- |
| Cc1cc(C)c(S(=O)(=O)N2CCN(C(=O)c3ccccc3OCc3c(C)noc3C)CC2)c(C)c1 | 0.0 | 2.1 |
| CC1(C(=O)NS(=O)(=O)c2cccc(C#N)c2)CCN1C(=O)C/C=C/c1ccccc1 (configuration not stated) | 6.5 | -1.1 |
| CS(=O)(=O)N(CC(=O)N1CCCC1)c1cccc(C(F)(F)F)c1 | 7.7 | 1.8 |
| COc1cc2oc(=O)cc(CN3CCOCC3)c2cc1Cl | -19.2 | 4.0 |
| C=C(CCO)C1=CCN(S(=O)C(C)(C)C)[C@@H]1CCO (some centres not stated) | 5.6 | -4.3 |
| Cc1ccc(CN2CCNC(=O)C2CC(=O)NCCCn2nnc3ccccc32)cc1 (configuration not stated) | -99.7 | -9.5 |
| CCOC1=C2[C@@H](CN(S(=O)(=O)c3ccccc3C)[C@H]2c2ccc(Cl)cc2)[C@H]2C(=O)N(c3ccccc3)C(=O)[C@H]2C1 | 22.4 | 0.7 |
| Nc1n[nH]c(=S)n1/N=C1/C(=O)Nc2ccccc21 | 3.5 | 2.3 |
| CC(C)(C)c1ccc(CC(=O)N2CCC2(C)C(=O)NS(=O)(=O)c2cccc(OC(F)F)c2)cc1 (configuration not stated) | 12.4 | -0.1 |
| CNc1ccc(-c2cccc(C(=O)N3CCOCC3)c2)cn1 | -439.4 | 1.0 |
| Nc1ccn([C@@H]2O[C@H](CNCc3ccc(OCC(=O)Nc4nccs4)cc3)[C@@H](O)[C@H]2O)c(=O)n1 | 11.2 | 0.3 |
| O=C(CSc1ccccn1)NC1CCCc2c1cnn2-c1ccccc1F (configuration not stated) | -355.8 | -15.0 |
| Cc1ccc(C(=O)O)cc1N=Cc1cc(Br)cc(Br)c1O | -56.8 | -23.1 |
| CC1(C(=O)NCCc2ccccc2)Cc2c(-c3ccc4c(c3)OCO4)ccnc2O1 (configuration not stated) | -79.6 | -0.4 |
| CC(=O)Nc1ccc(C(=O)OCC(=O)NC(=O)NCc2ccccc2)cc1 | 9.7 | 0.5 |
| C[C@H](CO)N1C[C@H](C)[C@@H](CN(C)C(=O)Cc2ccccc2)OCCCC[C@H](C)Oc2ccc(NC(=O)NC3CCCCC3)cc2C1=O | -25.3 | -0.3 |
| Cc1ccc(S(=O)(=O)NC(C)C(=O)OCC(=O)Nc2sccc2C(N)=O)cc1 (configuration not stated) | 10.2 | -0.8 |
| CCCc1cc2c(cc1N(C)S(=O)(=O)c1ccccc1)OCO2 | 1.4 | -0.8 |
| O=C(O)c1ccccc1-c1ccccc1C(=O)Nc1ccc2c(c1)oc(=O)c1ccccc12 | -481.0 | -1.3 |
| Nc1ccc(S(=O)(=O)c2ccc(N)nc2)cc1 | -2.0 | 1.9 |
| CCc1nc2ccc(C(=O)Nc3ccc(NC(C)=O)cc3)cn2c1N(C)CCC(C)C | -7.4 | -8.6 |
| Cc1nn(C)c(C)c1NC(=O)CSc1nc(-c2ccccc2F)nc2c1cnn2-c1ccccc1 | i | 0.2 |
| CCCCCC(=O)N1C[C@H](n2cc(-c3ccc(F)cc3)nn2)[C@@H](O)C[C@@H]1c1ccc(OC)cc1 | 7.9 | 0.2 |
| O=C(NC(=S)N1CCN(c2ccc(F)cc2)CC1)c1ccccc1 | 16.6 | 4.0 |
| CC1(C(=O)Nc2cnc3ccccc3c2)CCN1CCOc1ccccc1 (configuration not stated) | 15.0 | 0.1 |
| CC(C)(C)C1CCN2CCC[C@](c3ccccc3)(C1)[C@@]21CO1 (some centres not stated) | 14.7 | -4.4 |
| COC(=O)C[C@@H]1CC[C@@H](NC(C)=O)[C@@H](CO)O1 | 11.1 | 4.0 |
| CC(C)Cc1nnc(NS(=O)(=O)c2ccccc2)s1 | 5.2 | 0.7 |
| C[C@H]1CN(S(=O)(=O)C(C)(C)C)[C@H](CCO)/C1=C\c1ccccc1 | 15.8 | -2.5 |
